CHRM1 PAM: positive allosteric modulators of human M1 muscarinic receptor | CHO-K1 hM1, Fluo-8 calcium fluorescence, ACh EC20; 0% = ACh EC20, 100% = maximal ACh | activation, % at 3 µM | 360,000 compounds, 0.088% hits | P11229; in the data active means activation above about 19%, passing the limit was not always enough
Target sequence (P11229 whole entry, looked up): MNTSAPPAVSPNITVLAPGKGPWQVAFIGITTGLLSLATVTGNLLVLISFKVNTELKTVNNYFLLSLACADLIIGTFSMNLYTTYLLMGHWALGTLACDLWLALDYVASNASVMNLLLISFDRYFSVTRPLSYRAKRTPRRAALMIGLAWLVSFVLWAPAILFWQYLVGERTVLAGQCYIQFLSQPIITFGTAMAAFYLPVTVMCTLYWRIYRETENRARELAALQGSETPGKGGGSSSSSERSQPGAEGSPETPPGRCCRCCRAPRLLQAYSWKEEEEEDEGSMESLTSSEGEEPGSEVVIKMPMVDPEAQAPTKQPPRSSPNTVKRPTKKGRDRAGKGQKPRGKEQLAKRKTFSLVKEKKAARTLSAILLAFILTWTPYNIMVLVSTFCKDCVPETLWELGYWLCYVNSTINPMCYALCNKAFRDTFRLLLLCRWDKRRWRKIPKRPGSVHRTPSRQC
M4 antag: antagonists of human muscarinic M4 receptor (CHRM4). P08173. AID 624125. inhibition, % at 3 µM. CHO-hM4 cells, ACh EC80, Fluo-8 calcium fluorescence. 360,000 compounds, 0.73% hits;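 active means inhibition above its plate's cutoff, the mean inhibition of sample wells plus 3 SD, cut at about 27% in these data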;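 further: 0% = acetylcholine EC80 with DMSO and 100% = DMSO without agonist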
Target sequence (P08173 whole entry, looked up): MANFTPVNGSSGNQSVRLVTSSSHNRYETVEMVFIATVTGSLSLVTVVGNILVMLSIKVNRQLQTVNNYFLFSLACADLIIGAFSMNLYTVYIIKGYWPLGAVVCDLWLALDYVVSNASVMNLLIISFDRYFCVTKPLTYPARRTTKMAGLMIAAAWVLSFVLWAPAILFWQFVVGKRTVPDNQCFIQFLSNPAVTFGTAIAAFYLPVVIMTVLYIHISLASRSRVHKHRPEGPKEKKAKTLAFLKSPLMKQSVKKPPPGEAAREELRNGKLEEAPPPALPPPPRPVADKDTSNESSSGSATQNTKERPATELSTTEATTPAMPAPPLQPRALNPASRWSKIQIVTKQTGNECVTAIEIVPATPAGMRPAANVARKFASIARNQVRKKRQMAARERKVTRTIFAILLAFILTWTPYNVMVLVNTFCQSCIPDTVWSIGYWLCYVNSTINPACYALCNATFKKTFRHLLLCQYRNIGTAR
CHRM1 agonist: activates human CHRM1 receptor; P11229; CHO-K1 hM1, Fluo-8 calcium fluorescence, agonist mode; 0% DMSO, 100% acetylcholine EC100; activation, % at 3 µM; 360,000 compounds, 0.33% hits; AID 588814;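 active means activation above the run's mean compound activation plus 3 SD, cut at about 16% in these data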;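 further: peak over basal fluorescence ratio within a 140 s kinetic read after compound addition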
OXTR potentiate: human OXTR potentiation; 320,000 compounds, 0.061% hits; AID 2445; activation, % at 3 µM; P30559; CHO-OTR cells, Fluo-8 calcium fluorescence, potentiator mode; 0% = oxytocin EC15, 100% = EC100;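 active means activation above that plate's cutoff, the mean activation of tested compounds plus 3 SD, cut at about 6.6% in these data, passing the limit was not always enough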;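 further: 100% uses oxytocin at 75 nM as the full agonist control; some results filed as inactive read as strong as hits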
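Replication – single well per compound, singlicate · Assay system – CHO cell line stably expressing human OTR · Timing – 6 min pre-incubation, 100 s read · Measure – normalized max/min fluorescence ratio, % activation · Doses – 3.0 µM, one dose · Detection – Fluo-8 calcium dye fluorescence · Probe or stimulus – oxytocin near EC15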
CHO parental Ca: counter-screen: ATP calcium response change in parental CHO cells; parental CHO-K1, ATP-induced calcium, Fluo-8 fluorescence; inhibition, % at 5.6 µM; 330,000 compounds, 0.63% hits; AID 463079;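 active means inhibition above that plate's mean sample inhibition plus 3 SD, cut at about 26% in these data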;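 further: 0% = ATP-challenged DMSO wells and 100% = DMSO wells without ATP; some compounds past the cut are filed as inactive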
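Test system: untransfected parental CHO cell line; also added: ATP stimulus; dosing: 5.6 µM, single dose; signal: calcium-sensitive Fluo-8 fluorescence; measure: percent inhibition of ATP-evoked calcium rise, normalized to controls; benchmarks: low control ATP plus DMSO, high control DMSO only; replication: one well per compound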
CHO-K1 Ca antag: nonselective inhibitor or artifact in parental CHO-K1 cells. ATP-induced calcium, Fluo-8 fluorescence. inhibition, % at 3 µM. 360,000 compounds, 0.6% hits;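 active means inhibition above a per-plate cutoff, the plate's mean sample inhibition plus 3 SD, cut at about 24% in these data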;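 further: 0% = DMSO plus EC80 ATP and 100% = DMSO alone without ATP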
CHRM4 agonist: CHRM4 agonism in calcium assay. P08173. AID 624127. activation, % at 3 µM. CHO-K1 hM4/Gqi5, Fluo-8 calcium fluorescence; vehicle 0%, full acetylcholine response 100%. 360,000 compounds, 0.14% hits;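 active means activation above the run mean over all test wells plus 3 SD, cut at about 32% in these data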;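 further: peak over basal fluorescence ratio per well then scaled between controls; 0% = DMSO wells and 100% = acetylcholine at EC100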
CHO-K1 Ca ag: M1 agonist counterscreen hit in parental CHO-K1 cells. activation, % at 3 µM. 360,000 compounds, 0.48% hits. Fluo-8 calcium fluorescence; scaled to maximal ATP response, vehicle zero; in the data active means activation above about 15%;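 further: untransfected CHO-K1 host cells lacking M1 receptor as counterscreen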
M1 antag: blocks human M1 muscarinic receptor; P11229; CHO-K1 hM1, Fluo-8 calcium fluorescence, ACh EC80 antagonist; inhibition, % at 3 µM; 360,000 compounds, 1.3% hits;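 active means percent inhibition above its own plate's cutoff, namely the mean of that plate's compound wells plus 3 SD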;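 further: peak over basal fluorescence ratio during 140 s after agonist addition; 0% = ACh EC80 plus DMSO and 100% = DMSO alone without agonist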
Starred values were filed as active, the others as inactive; . = not tested or not shown. No enrichment for hits. About 2.9% of those tested had a hit in this group.

nr	canonical_smiles	CHRM1 PAM	M4 antag	CHRM1 agonist	OXTR potentiate	CHO parental Ca	CHO-K1 Ca antag	CHRM4 agonist	CHO-K1 Ca ag	M1 antag
1	Cc1ccc(S(=O)(=O)NCc2ccc(C(=O)N3CCc4ccccc4C3)cc2)cc1	5	1	-8	-12	-16	-2	3	2.9	-2
2	CCCCCN(C(=O)CCC(=O)OCC(=O)NCc1ccc(OC)cc1)c1c(N)n(CCCC)c(=O)[nH]c1=O	0	10	-3	-5	-5	-6	0	0.0	8
3	COc1ccc(S(=O)(=O)N2CCOCC2)cc1NC(=O)CN1C(=O)NC2(CCCCC2C)C1=O (stereo not given)	10	1	-3	2	-7	-17	0	1.1	-13
4	N#Cc1c(-c2ccccc2)nc(SCc2ccc([N+](=O)[O-])cc2)[nH]c1=O	6	-8	-1	-2	-6	-8	0	-1.1	-18
5	CC(c1ccccc1)n1cc(C(=O)NCCCn2ccnc2)nn1 (stereo not given)	-5	-6	-6	7	-17	19	1	-0.1	4
6	C=CCN(c1ccccc1)S(=O)(=O)c1ccc(Cl)c(C(=O)OCC(=O)c2[nH]c(C)c(C(C)=O)c2C)c1	-19	27*	-7	-8	-10	29*	6	4.5	31*
7	O=C(O)c1cccc(CSc2nc(-c3ccccc3)cc(C(F)(F)F)n2)c1	5	-11	-5	-14	-6	-4	3	2.6	-10
8	Cc1cc(C)n2nc(C(=O)OCC(=O)Nc3ccc4c(c3)OC(F)(F)O4)nc2n1	5	3	-2	-5	-23	-19	2	0.4	-32
9	CCOC(=O)C1=C(C)OC(N)=C(C#N)C1c1ccoc1 (stereo not given)	7	-3	-3	2	-5	6	0	0.6	-6
10	O=C(Nc1cccnc1)c1cc(-c2cccc(Cl)c2)on1	-2	-12	-2	-9	0	-8	9	5.0	4
11	CCn1cc(C(=O)O)c(=O)c2cc(F)c(N3CCN(C(=S)NC(=O)c4ccc(OC)cc4)CC3)cc21	4	-8	0	-2	2	11	1	0.1	-6
12	CC(C(=O)N1CCN(c2ccc([N+](=O)[O-])cc2)CC1)N1C(=O)C2CC=CCC2C1=O (stereo not given)	-9	4	-6	-7	-19	9	3	1.4	25
13	O=C(CSc1ccccc1)N1CCN(S(=O)(=O)c2ccccc2F)CC1	22	-17	-4	-9	-21	3	6	1.4	-24
14	O=C(CS(=O)(=O)c1ccc(Cl)cc1)Nc1nnc(-c2cccs2)o1	0	-2	-1	-4	-8	-11	0	0.1	5
15	Cc1cc(C(=O)Nc2ccccc2C(=O)O)oc1C	13	4	-1	-2	5	-10	0	1.2	-9
16	O=C(O)c1cccc(S(=O)(=O)Nc2ccc3c(c2)OCO3)c1	8	-5	-3	-3	-4	-2	1	0.2	-7
17	Cc1cc(C)n(-c2nc3ccccc3c(=O)n2OCc2ccc(F)cc2)n1	-5	-4	-7	-2	-19	-3	2	1.1	-17
18	O=C(/C=C/c1ccco1)N(Cc1cccc(F)c1)C1CCS(=O)(=O)C1 (stereo not given)	6	3	-2	-1	-7	-20	1	0.4	-11
19	CNc1ccc(-c2ccccc2CO)cn1	-1	2	-6	.	.	-3	1	0.5	1
20	CCN1CCN(c2nc3ccccc3nc2C(C#N)C(=O)OCc2ccccc2)CC1 (stereo not given)	5	-9	-6	-7	-21	0	4	0.7	-11
21	O=C(O)c1ccc(/C=N/Nc2ncc(Cl)cc2Cl)cc1	-3	11	-4	-11	-10	-3	16	5.9	7
22	Cc1nc(NCc2ccco2)c2oc3ccccc3c2n1	3	6	-4	-14	-10	-4	5	1.0	-3
23	CCC(=O)Nc1nnc(SCC(=O)Nc2cccc(Cl)c2)s1	2	-6	2	-10	2	1	7	5.9	-4
24	COc1ccc(OC)c(NC(=S)NCc2ccco2)c1	-1	5	-1	-16	-13	0	0	-0.1	-19
25	O=C(Nc1ccc(Nc2ccccc2)cc1)c1ccc(Cl)cc1Cl	5	-7	-5	-14	-10	-17	1	0.4	-6
26	NC(=O)[C@H]1CC2(CC(c3cccc(NC(=O)COc4ccc(Cl)cc4)c3)=NO2)CN1C(=O)Cc1ccc([N+](=O)[O-])cc1 (stereo not given in full)	11	-11	-2	-1	-13	9	0	-0.3	-7
27	COc1ccc(CC(=O)Nc2ccc(C(N)=O)cc2)cc1	9	-11	-1	2	0	-6	1	0.7	-12
28	Cn1c(N)c(C(=O)COC(=O)/C=C/c2ccc(Cl)c(Cl)c2)c(=O)n(C)c1=O	10	-8	-2	-10	-2	-11	1	1.9	-8
29	S=C(Nc1ccc(Br)cc1Cl)Nn1cnnc1	11	4	-2	-11	3	-3	2	0.6	-12
30	Cc1cc(C)c(S(=O)(=O)N2CCOC2CNC(=O)C(=O)NCCN(C)C)c(C)c1 (stereo not given)	12	-7	-3	-9	-7	-6	1	0.8	-13
31	CC(C)n1cc(CN2CCC(Oc3ccc(C(=O)N4CCCC4)cc3)CC2)cn1	-6	2	-7	2	-3	6	1	0.1	19
32	C=CCCC(=O)N1C[C@H]2CON(C)[C@H]2C[C@H]1c1cccc(Br)c1	11	-5	-4	.	.	-16	1	0.8	-12
33	COC(=O)[C@H]1C[C@@]2(O)CN(S(=O)(=O)c3ccc(C)cc3)C[C@@]2(OC(=O)NC2CC2)C[C@H]1C(=O)OC	3	-10	-3	.	.	-16	1	0.4	-4
34	Cc1ccc(N2CC(C(=O)Nc3ccc(C)c(S(=O)(=O)N(C)C)c3)CC2=O)cc1 (stereo not given)	2	-3	-8	-20	6	-3	0	-0.7	-1
35	O=C(NCc1ccco1)c1cc2n(n1)C(C(F)(F)F)CC(c1ccc(Cl)c(Cl)c1)N2 (stereo not given)	-1	8	-7	-3	6	12	3	1.3	8
36	O=C(COC(=O)c1ccc2ccccc2c1)NCc1ccccc1	6	-16	-1	.	.	-9	2	0.3	-16
37	COc1ccc(N2CCN(C(=O)c3cc(=O)c4cc(Cl)ccc4o3)CC2)cc1	-13	2	-4	-18	-12	5	21	11	15
38	Cc1n[nH]c2ccccc2c1=O	6	-2	-2	.	.	-3	0	0.1	-11
39	Cc1cc(N/N=C/c2ccc(Cl)cc2Cl)nc(NCc2ccccc2)n1	6	-1	-10	-1	9	-6	-2	0.9	-5
40	O=S(=O)(Nc1cccc2ccccc12)c1cccc2nonc12	10	1	1	-7	-15	-7	0	0.6	-17

The last two entries of the section above open the next one.
nr	canonical_smiles	CHRM1 PAM	M4 antag	CHRM1 agonist	OXTR potentiate	CHO parental Ca	CHO-K1 Ca antag	CHRM4 agonist	CHO-K1 Ca ag	M1 antag
39	Cc1cc(N/N=C/c2ccc(Cl)cc2Cl)nc(NCc2ccccc2)n1	6	-1	-10	-1	9	-6	-2	0.9	-5
40	O=S(=O)(Nc1cccc2ccccc12)c1cccc2nonc12	10	1	1	-7	-15	-7	0	0.6	-17
41	CCOC(=O)C1(Cc2cccc(OC)c2)CCCN(S(=O)(=O)N(C)C)C1 (stereo not given)	0	-3	-2	-7	-11	-2	3	0.9	-3
42	COc1cc(OC)c(OC)cc1CN(C)C(c1ccccc1)c1nnnn1-c1ccccc1C (stereo not given)	-5	-8	-1	-12	-15	-5	0	-0.3	6
43	O=C(NNC(=O)c1cccnc1)NC12CC3CC(CC(C3)C1)C2	6	3	-3	3	-1	1	0	0.1	-4
44	CSc1ccccc1NC(=O)c1ccccc1	8	4	-4	-4	-11	0	1	16*	-11
45	O=C(NC1CC2CCCC(C1)N2C(=O)NC1CCCCC1)c1ccccc1 (stereo not given)	4	-3	-2	-7	-3	-19	1	0.2	0
46	CC1CCCC(N2CCN(C(=O)c3ccccc3F)CC2)C1 (stereo not given)	-3	-2	-8	-2	-2	0	1	0.4	5
47	Cc1ccc(S(=O)(=O)N(C)c2ccc(OCC(=O)OCC(=O)N(CC#N)c3ccccc3)cc2)cc1	-2	9	1	-15	1	3	12	5.2	-9
48	OCCN1CCN(c2nc3ccccc3nc2-c2ccccc2)CC1	1	3	-6	-6	-15	-2	1	0.4	-6
49	Cc1ccc(C(=O)OCC(=O)c2c(N)n(C)c(=O)n(C)c2=O)cc1S(=O)(=O)N1CCOCC1	12	1	-1	-4	-21	-15	4	0.4	-13
50	CCOC(=O)C1=C(O)CSC1=Nc1cccc2ccccc12	16	-1	-2	6	-14	-2	-2	-0.9	-19
51	COc1ccc(OC)c(CN2CCN(CC(=O)Nc3ccccc3C(=O)NC3CC3)CC2)c1	-2	-1	-5	-4	-25	-21	13	4.6	3
52	COc1ccc(CN2C(=O)C(C)N(C(=O)c3c(F)cccc3F)c3ccccc32)cc1 (stereo not given)	-9	6	-2	-21	-14	-6	11	7.0	9
53	CCc1ccc(Nc2nnc(SCC(=O)NCCN3C(=O)CSC3=O)s2)cc1	3	4	-9	-1	-18	-5	2	0.7	-1
54	CCOc1ccc(OCC)c(NC(=O)CN(C)S(=O)(=O)c2cnc[nH]2)c1	8	4	-1	-8	-16	-7	0	0.2	-12
55	O=C(N/N=C/c1sc(N2CCCCC2)nc1-c1cccs1)C1CC1	-4	-6	-10	-8	-12	-5	-1	-0.5	-6
56	CCCN(c1ccc(C)cc1)c1nc(=O)c2cccnc2s1	-3	3	-7	-2	-29	-18	-2	1.4	-1
57	NC(=O)CSc1cn(CCNC(=O)c2cccs2)c2ccccc12	1	-4	0	-6	-5	12	2	6.0	3
58	Cc1ccc(S(=O)(=O)N2[C@@H](c3ccc(Cl)cc3)C(C(=O)O)=CC[C@H]2c2cccc(C)c2)cc1	10	4	-2	-4	-6	-13	0	-0.1	-4
59	Cn1cccc1Cc1nnc(SCC(=O)NCC2CCCO2)n1C (stereo not given)	10	1	-9	-13	17	-3	1	0.8	-5
60	CC(C)CNC(=O)COc1ccccc1[N+](=O)[O-]	2	-1	-11	-4	-16	2	3	0.4	-5
61	Cc1cc(C)nc(NS(=O)(=O)c2ccc(NC(=O)COc3ccccc3)cc2)n1	8	-24	-3	-6	-19	-4	2	0.7	-6
62	Cc1ccc(S(=O)(=O)/N=C(/Nc2ccc([N+](=O)[O-])cc2[N+](=O)[O-])c2ccccc2)cc1	-14	7	1	-10	13	-10	3	2.9	21
63	CN1CCN(Cc2cccc3ncccc23)CC1CCO (stereo not given)	7	-4	-3	.	.	8	0	-0.3	-5
64	CCOC(=O)C(C)CC(C)C(=O)N1CCOCCOCCN(C(=O)C(C)CC(C)C(=O)OCC)CCOCC1 (stereo not given)	9	-3	-3	-8	-14	0	0	0.1	-13
65	COc1ccc(NC(=O)CN2CCN(S(=O)(=O)N(C)C)CC2)cc1	-7	0	-1	3	-10	-6	1	0.9	16
66	CCc1nc2ccccc2c(C(=O)Nc2cc(C)ccc2C)c1C	15	-8	-3	-5	-8	-6	6	1.9	-14
67	Cc1ccc2[nH]c(=O)c3cc(C(=O)NCCN4CCN(C)CC4)sc3c2c1	1	-15	-4	-12	-2	-8	1	0.8	-13

Compound activity deposited in PubChem by The Scripps Research Institute Molecular Screening Center.
